Screens: PubChem BioAssay, Broad Institute
Mtb BioA inh – M. tuberculosis BioA enzyme inhibitors, primary screen, biochemical, plate reader, single point, HTS; hit rate 0.096% among 360,000; inhibition, % at 9.99 µM; 7,8-diaminopelargonic acid synthase BioA (Mycobacterium tuberculosis); purified M. tuberculosis BioA enzyme; in the data active means inhibition above about 40%
An asterisk follows results filed as active. An excerpt. The share of hits here may be higher or lower than overall.

SMILES | Mtb BioA inh
COc1ccc(S(=O)(=O)N(C)C[C@@H]2Oc3c(NC(=O)c4cc(C)nn4C)cccc3C(=O)N([C@@H](C)CO)C[C@@H]2C)cc1 | -3.1
COc1ccccc1CNC(=O)C[C@@H]1C[C@H]2c3cc(NC(=O)CN(C)C)ccc3O[C@H]2[C@H](CO)O1 | -0.8
CCCN1C[C@H](C)[C@@H](OC)CN(C)C(=O)c2cc(NC(=O)Nc3c(C)noc3C)ccc2OC[C@H]1C | 0.6
COCC(=O)N1CC[C@@H]2[C@H](CO)Nc3ccc(C#Cc4ccc(F)cc4)cc3[C@@H]21 | -0.1
C[C@H](CO)N1C[C@H](C)[C@@H](CN(C)Cc2ccccn2)Oc2ncc(C3=CCCC3)cc2C1=O | -1.4
C[C@@H]1CN([C@H](C)CO)C(=O)c2cc(NS(=O)(=O)c3ccccc3)ccc2O[C@@H](C)CCCCO[C@@H]1CN(C)CC1CCCCC1 | -0.6
COc1ccccc1NC(=O)N(C)C[C@@H]1Oc2cc(Br)ccc2S(=O)(=O)N([C@H](C)CO)C[C@@H]1C | 13.0
COc1ccc(NC(=O)N(C)C[C@@H]2Oc3cc(C#CCC(C)C)ccc3S(=O)(=O)N([C@@H](C)CO)C[C@@H]2C)cc1 | -1.4
COc1ccc(NC(=O)N(C)C[C@H]2Oc3ccc(NC(=O)C4CC4)cc3CC(=O)N([C@H](C)CO)C[C@@H]2C)cc1 | 0.5
C[C@H]1CN([C@@H](C)CO)C(=O)c2c(c3ccccc3n2C)-c2ccccc2CO[C@H]1CN(C)Cc1cccc(C(=O)O)c1 | 0.7
CO[C@@H]1CN(C)C(=O)c2cc(NC(=O)c3ccccc3F)ccc2OC[C@H](C)N(C)C[C@H]1C | 1.3
CCC(=O)N1[C@H](C(=O)NC2CCC2)[C@@H](CO)[C@@H]2Cn3c(ccc(C4=CCCC4)c3=O)[C@@H]21 | -2.0
C[C@H]1CN([C@@H](C)CO)C(=O)c2cc(C3=CCCC3)cnc2O[C@@H]1CN(C)C(=O)c1ccccn1 | -0.5
CCCC#Cc1ccc2c(c1)O[C@H](CN(C)Cc1cccnc1)[C@@H](C)CN([C@@H](C)CO)S2(=O)=O | -3.0
CCCNC(=O)N1[C@@H]2CN(C(=O)c3cccnc3)c3ccccc3[C@@H]2[C@@H]1CO | 1.7
COCC(=O)N(C[C@@H]1N[C@@H](CO)[C@H]1c1ccc(-c2ccccc2)cc1)C(C)C | 4.3
C[C@H]1CCCCO[C@H](CN(C)Cc2ccc(C(=O)O)cc2)[C@@H](C)CN([C@@H](C)CO)C(=O)c2cc(NC(=O)Cc3ccccc3)ccc2O1 | -1.0
C[C@@H]1CN([C@@H](C)CO)C(=O)c2cc(NC(=O)C3CC3)ccc2O[C@H]1CN(C)Cc1ccc(Oc2ccccc2)cc1 | -0.7
COCC(=O)Nc1ccc2c(c1)C(=O)N(C)[C@H]1CC[C@@H](CC(=O)NCCCN(C)C)O[C@H]1CO2 | 10.7
O=C(C[C@@H]1CC[C@H]2[C@@H](COC[C@H](O)CN2S(=O)(=O)c2cccc(F)c2)O1)NCc1ccncn1 | -4.0
C[C@H]1CN([C@@H](C)CO)S(=O)(=O)c2ccc(-c3cccc(C(=O)N(C)C)c3)cc2O[C@@H]1CN(C)C(=O)Nc1ccc(F)cc1 | 0.1
O=C(Nc1ccc(F)cc1)N[C@H]1CC[C@H](CCn2cc(-c3ccc(F)cc3)nn2)O[C@@H]1CO | -4.2
COc1ccc(S(=O)(=O)N(C)C[C@@H]2OCCCC[C@@H](C)Oc3ccc(NC(=O)Nc4c(C)noc4C)cc3C(=O)N([C@@H](C)CO)C[C@H]2C)cc1 | 0.5
COc1ccc(OC(=O)N(C)C[C@@H]2OCc3cn(nn3)CCCC(=O)N([C@@H](C)CO)C[C@@H]2C)cc1 | -0.4
CNC[C@@H]1Oc2cc(C#Cc3cccc(F)c3)ccc2S(=O)(=O)N([C@@H](C)CO)C[C@H]1C | 3.0
C[C@@H]1CN([C@H](C)CO)C(=O)Cc2cc(NC(=O)C3CC3)ccc2O[C@H]1CN(C)S(C)(=O)=O | -0.8
O=C(Nc1ccccc1F)N[C@@H]1C=C[C@H](CC(=O)N2CCCCC2)O[C@@H]1CO | -1.3
CC=Cc1ccc2n(c1=O)C[C@@H]1[C@@H](CO)[C@H](C(=O)NCCC)N(Cc3cccnc3)[C@H]21 (mixture of isomers) | -0.1
COc1ccc(S(=O)(=O)N(C)C[C@@H]2Oc3c(cccc3N(C)C)C(=O)N([C@@H](C)CO)C[C@@H]2C)cc1 | 0.0
Cc1noc(C)c1S(=O)(=O)Nc1ccc2c(c1)CC(=O)N([C@@H](C)CO)C[C@@H](C)[C@@H](CN(C)S(=O)(=O)c1c(C)noc1C)O2 | -1.5

2 compounds picked at random from the list so far, as already listed:
SMILES | Mtb BioA inh
CNC[C@@H]1Oc2cc(C#Cc3cccc(F)c3)ccc2S(=O)(=O)N([C@@H](C)CO)C[C@H]1C | 3.0
C[C@H](CO)N1C[C@H](C)[C@@H](CN(C)Cc2ccccn2)Oc2ncc(C3=CCCC3)cc2C1=O | -1.4

Later entries:
SMILES | Mtb BioA inh
C[C@H]1CN([C@@H](C)CO)C(=O)c2cccc(NC(=O)Nc3ccc4c(c3)OCO4)c2O[C@H]1CN(C)Cc1ccc(-c2ccccc2)cc1 | -1.4
Cc1ccccc1S(=O)(=O)NCC[C@@H]1CC[C@H](NC(=O)C2CCOCC2)[C@H](CO)O1 | 1.0
CCC(=O)Nc1ccc2c(c1)C(=O)N(C)[C@H]1CC[C@@H](CC(=O)NCc3ccccc3)O[C@@H]1CO2 | -0.7
Cc1ccc(-c2cnc3c(c2)C(=O)N([C@H](C)CO)C[C@@H](C)[C@@H](CN(C)C(=O)c2cccnc2)O3)cc1 | 1.5
COc1ccccc1C#Cc1ccc([C@H]2[C@H](CO)N3CCCCN(S(C)(=O)=O)C[C@@H]23)cc1 | -3.5
C[C@@H]1CN([C@H](C)CO)C(=O)Cc2cc(NC(=O)Nc3ccccc3)ccc2O[C@@H]1CN(C)C(=O)Nc1cccc2ccccc12 | -3.5
C[C@@H]1CN([C@H](C)CO)S(=O)(=O)c2ccc(-c3cccnc3)cc2O[C@H]1CN(C)C(=O)CC1CC1 | 3.2
O=C(C[C@@H]1CC[C@@H](NC(=O)Nc2ccc(C(F)(F)F)cc2)[C@H](CO)O1)NCc1cc(F)cc(F)c1 | -2.0
CC(C)NC(=O)Nc1ccc2c(c1)CC(=O)N([C@H](C)CO)C[C@H](C)[C@@H](CN(C)C(=O)NC(C)C)O2 | -3.0
CO[C@H]1CN(C)C(=O)c2cc(NC(=O)C3CCOCC3)ccc2OC[C@@H](C)N(CC2CC2)C[C@H]1C | -1.6
O=C(N[C@@H]1CC[C@H](CC(=O)N2CCc3ccccc3C2)O[C@H]1CO)C1CC1 | 2.8
O=C(Nc1ccc(F)cc1)N1CCCCN2[C@@H](CO)[C@H](c3ccc(C#Cc4ccccn4)cc3)[C@@H]2C1 | 0.2
CO[C@@H]1CN(C)C(=O)c2ccc(NC(=O)C3CCCCC3)cc2OC[C@@H](C)N(Cc2nccs2)C[C@@H]1C | -0.9
C[C@@H]1CN([C@@H](C)CO)C(=O)c2cccc(NS(=O)(=O)c3ccccc3)c2O[C@H]1CN(C)C(=O)Nc1ccc(F)cc1 | -0.6
CC(C)C#Cc1ccc2c(c1)O[C@@H](CN(C)C(=O)c1ccccc1)[C@@H](C)CN([C@@H](C)CO)S2(=O)=O | -1.6
C[C@@H]1CN([C@H](C)CO)C(=O)c2cc(NC(=O)C3CC3)ccc2O[C@@H]1CN(C)CC1CCCCC1 | -0.1
C[C@H]1CN([C@@H](C)CO)C(=O)c2c(c3ccccc3n2C)-c2ccccc2CO[C@H]1CN(C)C | 0.6
C[C@@H]1CN([C@H](C)CO)C(=O)c2cccc(NC(=O)C3CC3)c2O[C@H]1CN(C)Cc1ccncc1 | 0.7
C[C@H]1CN([C@@H](C)CO)S(=O)(=O)c2ccc(/C=C/c3ccccc3)cc2O[C@@H]1CN(C)C | 0.8
C[C@H]1CN([C@@H](C)CO)C(=O)c2cc(NS(=O)(=O)c3cccs3)ccc2O[C@H]1CN(C)Cc1ccc(Oc2ccccc2)cc1 | 0.0
C[C@@H]1CN([C@@H](C)CO)C(=O)c2cc(-c3cccc(F)c3)cnc2O[C@H]1CN(C)C(=O)C1CCCCC1 | 3.5
C[C@@H]1CN([C@@H](C)CO)C(=O)c2cccc(NC(=O)Nc3ccc(F)cc3)c2O[C@@H]1CN(C)CC1CC1 | 0.9
O=C(O)C[C@H]1C[C@@H]2c3cc(NC(=O)Cc4ccncc4)ccc3O[C@@H]2[C@@H](CO)O1 | -2.5
CCCN1C[C@H](C)[C@H](OC)CN(C)C(=O)c2cc(NC(=O)c3ccccc3F)ccc2OC[C@@H]1C | -0.9
COc1ccccc1C#Cc1cnc2c(c1)C(=O)N([C@H](C)CO)C[C@H](C)[C@H](CN(C)C(=O)c1ccc3c(c1)OCO3)O2 | 0.1
Cc1noc(C)c1NC(=O)Nc1ccc2c(c1)C(=O)N([C@@H](C)CO)C[C@H](C)[C@@H](CN(C)S(=O)(=O)c1cccs1)OCCCC[C@@H](C)O2 | -0.6
Cc1ccc(S(=O)(=O)Nc2ccc3c(c2)C(=O)N([C@H](C)CO)C[C@H](C)[C@@H](CN(C)C(=O)NC2CCCCC2)O3)cc1 | 0.3
C[C@@H]1CCCCO[C@@H](CN(C)S(C)(=O)=O)[C@H](C)CN([C@@H](C)CO)C(=O)c2cc(NS(=O)(=O)c3cccs3)ccc2O1 | -1.6
C[C@H](CO)N1C[C@H](C)[C@H](CN(C)CC2CCCCC2)Oc2ccc(NC(=O)C3CC3)cc2CC1=O | 3.2
C[C@H]1CN([C@@H](C)CO)S(=O)(=O)c2ccc(C3=CCCC3)cc2O[C@H]1CN(C)C(=O)CC1CC1 | -1.6

Exported as a markdown table: part of the list above.
| Compound | Mtb BioA inh |
| --- | --- |
| C[C@@H]1CN([C@@H](C)CO)C(=O)c2cccc(NC(=O)Nc3ccc(F)cc3)c2O[C@@H]1CN(C)CC1CC1 | 0.9 |
| C[C@H]1CN([C@@H](C)CO)S(=O)(=O)c2ccc(C3=CCCC3)cc2O[C@H]1CN(C)C(=O)CC1CC1 | -1.6 |
| O=C(O)C[C@H]1C[C@@H]2c3cc(NC(=O)Cc4ccncc4)ccc3O[C@@H]2[C@@H](CO)O1 | -2.5 |
| CCCN1C[C@H](C)[C@H](OC)CN(C)C(=O)c2cc(NC(=O)c3ccccc3F)ccc2OC[C@@H]1C | -0.9 |
| C[C@H]1CN([C@@H](C)CO)C(=O)c2c(c3ccccc3n2C)-c2ccccc2CO[C@H]1CN(C)C | 0.6 |
| C[C@@H]1CN([C@@H](C)CO)C(=O)c2cc(-c3cccc(F)c3)cnc2O[C@H]1CN(C)C(=O)C1CCCCC1 | 3.5 |

The list goes on:
SMILES | Mtb BioA inh
C[C@@H]1CN([C@H](C)CO)C(=O)c2cc(-c3cccc(F)c3)cnc2O[C@@H]1CN(C)C | 0.3
COc1ccc(NC(=O)N(C)C[C@H]2OCCCC[C@H](C)Oc3ccc(NC(=O)Cc4ccccc4)cc3C(=O)N([C@H](C)CO)C[C@H]2C)cc1 | -3.3
CN(C)CCCNC(=O)C[C@@H]1C=C[C@H](NS(=O)(=O)c2ccc(F)cc2)[C@H](CO)O1 | 0.3
CC(C)NC(=O)N(C)C[C@H]1Oc2cc(-c3ccccc3)ccc2S(=O)(=O)N([C@@H](C)CO)C[C@@H]1C | -0.1
CC(C)C#Cc1cnc2c(c1)C(=O)N([C@H](C)CO)C[C@H](C)[C@@H](CN(C)Cc1ccccn1)O2 | -2.5
C[C@@H]1CN([C@H](C)CO)S(=O)(=O)c2ccc(-c3cccnc3)cc2O[C@@H]1CN(C)C(=O)C1CCC1 | -1.2
Cc1noc(C)c1NC(=O)N(C)C[C@H]1Oc2ccc(NC(=O)CCC(F)(F)F)cc2CC(=O)N([C@@H](C)CO)C[C@@H]1C | -1.7
O=C(C[C@@H]1C=C[C@@H](NC(=O)C2CCC2)[C@@H](CO)O1)NCC1CC1 | -2.9
CS(=O)(=O)Nc1ccc2c(c1)[C@H]1C[C@H](CC(=O)NCCN3CCCCC3)O[C@H](CO)[C@H]1O2 | -2.1
C[C@@H]1CCCCO[C@@H](CN(C)C(=O)Nc2ccccc2)[C@H](C)CN([C@@H](C)CO)C(=O)c2cc(NS(=O)(=O)c3cccs3)ccc2O1 | -0.8
CO[C@@H]1CN(C)C(=O)c2ccc(NS(=O)(=O)C3CCCCC3)cc2OC[C@@H](C)NC[C@@H]1C | -0.2
C[C@@H]1CN([C@@H](C)CO)C(=O)Cc2cc(NS(=O)(=O)c3ccccc3)ccc2O[C@H]1CN(C)S(=O)(=O)c1ccccc1 | 6.6
C[C@@H]1CN([C@H](C)CO)C(=O)c2cc(NS(=O)(=O)c3ccc(Cl)cc3)ccc2O[C@H]1CN(C)Cc1ccc(Oc2ccccc2)cc1 | -1.7
C[C@@H]1CN([C@@H](C)CO)C(=O)c2cc(NC(=O)Nc3cccc4ccccc34)ccc2O[C@@H](C)CCCCO[C@H]1CN(C)CC1CC1 | -0.3
Cc1noc(C)c1NC(=O)Nc1ccc2c(c1)CC(=O)N([C@@H](C)CO)C[C@H](C)[C@H](CN(C)S(=O)(=O)c1ccccc1)O2 | -0.4
CCCNC(=O)Nc1ccc2c(c1)OC[C@@H](C)N(Cc1ccccn1)C[C@H](C)[C@H](OC)CN(C)C2=O | 2.8
C[C@@H]1CN([C@@H](C)CO)C(=O)c2cc(C#CC3(O)CCCC3)cnc2O[C@H]1CN(C)C(=O)Cc1ccccc1 | 2.1
COc1ccc(S(=O)(=O)N[C@H]2C=C[C@@H](CC(=O)N3CCc4ccccc4C3)O[C@@H]2CO)cc1 | -1.3
CCNC(=O)C[C@H]1CC[C@@H]2[C@@H](COc3ccc(NC(=O)Cc4cccs4)cc3C(=O)N2C)O1 | 0.6
CCCNC(=O)[C@H]1[C@H](CO)[C@H]2Cn3c(ccc(C4=CCCCC4)c3=O)[C@@H]1N2Cc1cocn1 | -0.5
